# Screening results deposited in PubChem BioAssay by Vanderbilt High Throughput Screening Facility.
# DAT uptake mod – human DAT dopamine uptake with cocaine, either direction | Q01959 | LLC-PK1 hDAT cells, [14C]-dopamine uptake with cocaine IC80; actives deviate in either direction | B-score at 10 µM | hit rate 1.3% among 110,000 | AID 449768;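 active = Z score or B-score, a plate-position-corrected score, falls beyond the plate's 99.7% confidence bounds, in either direction; inactive = both scores lie inside the 99.7% bounds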;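 note: scored against the spread of the other compound wells on the same plate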
# Target sequence (Q01959 whole entry, looked up): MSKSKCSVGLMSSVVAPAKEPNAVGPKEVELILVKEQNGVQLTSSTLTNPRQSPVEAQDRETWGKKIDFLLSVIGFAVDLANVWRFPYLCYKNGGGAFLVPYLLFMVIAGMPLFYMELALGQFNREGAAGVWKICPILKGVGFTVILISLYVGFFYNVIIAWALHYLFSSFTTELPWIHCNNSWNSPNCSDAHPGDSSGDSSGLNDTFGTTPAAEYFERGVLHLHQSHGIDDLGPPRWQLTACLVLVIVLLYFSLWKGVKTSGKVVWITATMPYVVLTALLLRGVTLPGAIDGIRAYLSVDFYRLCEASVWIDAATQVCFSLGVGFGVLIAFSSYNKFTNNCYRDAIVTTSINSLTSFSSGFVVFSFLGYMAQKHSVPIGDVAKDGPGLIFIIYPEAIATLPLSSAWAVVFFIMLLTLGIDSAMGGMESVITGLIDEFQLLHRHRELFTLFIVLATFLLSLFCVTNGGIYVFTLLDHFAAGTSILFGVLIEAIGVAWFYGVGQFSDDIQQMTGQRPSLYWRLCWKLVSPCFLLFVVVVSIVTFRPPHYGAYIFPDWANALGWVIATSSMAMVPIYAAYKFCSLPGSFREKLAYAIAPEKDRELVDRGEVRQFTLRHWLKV
# An asterisk follows results filed as active; & = joins results of further samples.
DAT uptake mod,canonical_smiles
-0.2,C[C@]12C=CC(=O)C=C1CC[C@@H]1[C@@H]2[C@@H](O)C[C@@]2(C)[C@H]1CC[C@]2(O)C(=O)COC(=O)CCC(=O)O
1.4,COc1cc(OC)c(C(=O)/C=C/c2ccccc2)c(O)c1O
0.29,COC(=O)N1[C@H](Cc2ccccc2)C=C[C@]1(C)C(=O)O
0.24,C#CCOCCOCCOCCNc1nc(N2CCN(C(=O)[C@H]([C@@H](C)CC)n3cc(CCCN=C(N)N)nn3)CC2)nc(N2CCN(C(=O)[C@H](CCCCN)n3cc(CCCC)nn3)CC2)n1
0.025,COC(=O)C1=C(C)N(Cc2ccco2)C(=O)N[C@@H]1c1ccco1
-0.45,O=S1(=O)CCOC[C@H](Cc2ccccc2)N1Cc1ccccc1F
0.14,Cc1ccccc1Cn1c(=O)[nH]c2ccccc21
0.27,C=CCN1CCc2nc(N)sc2CC1
-0.57,CN1CCCCC1CCN1c2ccccc2Sc2ccc(S(C)=O)cc21 (stereo unspecified)
-1.7,C=C1C(=O)C=C2CN(C(=O)c3ccccc3)[C@@](Cc3ccc(F)cc3)(C(=O)OC)[C@@H]12
-0.027,COC/C=C/C1=CC2=CC(=O)C(C)(OC(=O)c3cnc4ccccc4n3)C(=O)C2=CN1C(CO)CO (stereo unspecified)
-0.18,COc1ccc([C@@H]2C[C@H](c3ccccc3)Oc3cc(C)cc(C)c32)cc1
1.1,CC#CCN1c2ccccc2[C@]23C[C@@H](C(=O)OC)N=C2NC(C(=O)OC)=C(C(=O)OC)[C@H]13
0.6,Cn1cc(NC(=O)c2cc(NC(=O)c3cc(NC=O)cn3C)cn2C)cc1C(=O)NCCC(=N)N
-0.56,CC(C)(C)[C@@H]1C=C(C(N)=O)O[C@H](OCCCCO)C1
0.29,Cc1ccn2cc(CCNS(=O)(=O)c3ccc4c(c3)CCCC4)nc2c1
1.7,CCC1=C(C)CN(C(=O)NCCc2ccc(S(=O)(=O)NC(=O)NC3CCC(C)CC3)cc2)C1=O (stereo unspecified)
0.082,O=c1c(-c2ccccc2)c1-c1ccccc1
-1.7,O=C(Nc1ccccc1)C(O)C(O)C(=O)Nc1ccccc1 (stereo unspecified)
-1.5,C=C(CO)C1Cc2cc(C(C)=O)ccc2O1 (stereo unspecified)
0.15,COc1cc(OC)c2ccc(=O)oc2c1C(CC(=O)N1CCOCC1)c1ccc(N(C)C)cc1 (stereo unspecified)
-0.46,COCCN1C(=O)N[C@@H](c2cccc(F)c2)C(C(C)=O)=C1C
-0.0087,COc1cc(C2OC(c3cc(OC)c(OC)c(OC)c3)C(C)C2C)cc(OC)c1OC (stereo unspecified)
0.063,COc1ccc(CCNC(=O)C2CC3Cn4c(nc5cc6ccccc6cc54)C3N2C)cc1 (stereo unspecified)
0.029,CC(C)C[C@H](NC(=O)c1nc[nH]c1C(=O)N1CCN(C(=O)OC(C)(C)C)CC1)C(=O)OC(C)(C)C

# Shown as tab-separated lines: part of the list above.
mol	DAT uptake mod
C[C@]12C=CC(=O)C=C1CC[C@@H]1[C@@H]2[C@@H](O)C[C@@]2(C)[C@H]1CC[C@]2(O)C(=O)COC(=O)CCC(=O)O	-0.2
COc1cc(OC)c(C(=O)/C=C/c2ccccc2)c(O)c1O	1.4
COC(=O)N1[C@H](Cc2ccccc2)C=C[C@]1(C)C(=O)O	0.29
C#CCOCCOCCOCCNc1nc(N2CCN(C(=O)[C@H]([C@@H](C)CC)n3cc(CCCN=C(N)N)nn3)CC2)nc(N2CCN(C(=O)[C@H](CCCCN)n3cc(CCCC)nn3)CC2)n1	0.24
COC(=O)C1=C(C)N(Cc2ccco2)C(=O)N[C@@H]1c1ccco1	0.025
O=S1(=O)CCOC[C@H](Cc2ccccc2)N1Cc1ccccc1F	-0.45
Cc1ccccc1Cn1c(=O)[nH]c2ccccc21	0.14
C=CCN1CCc2nc(N)sc2CC1	0.27
CN1CCCCC1CCN1c2ccccc2Sc2ccc(S(C)=O)cc21 (stereo unspecified)	-0.57
C=C1C(=O)C=C2CN(C(=O)c3ccccc3)[C@@](Cc3ccc(F)cc3)(C(=O)OC)[C@@H]12	-1.7
COC/C=C/C1=CC2=CC(=O)C(C)(OC(=O)c3cnc4ccccc4n3)C(=O)C2=CN1C(CO)CO (stereo unspecified)	-0.027
COc1ccc([C@@H]2C[C@H](c3ccccc3)Oc3cc(C)cc(C)c32)cc1	-0.18
CC#CCN1c2ccccc2[C@]23C[C@@H](C(=O)OC)N=C2NC(C(=O)OC)=C(C(=O)OC)[C@H]13	1.1
Cn1cc(NC(=O)c2cc(NC(=O)c3cc(NC=O)cn3C)cn2C)cc1C(=O)NCCC(=N)N	0.6
CC(C)(C)[C@@H]1C=C(C(N)=O)O[C@H](OCCCCO)C1	-0.56

# More structures:
DAT uptake mod,canonical_smiles
-0.11,CCCCNc1nc2c(c(=O)n(C)c(=O)n2C)n1CCC
1.3,Cc1sc2nc3ccc(N4CCCC4)nn3c(=O)c2c1C
-0.86,O=C1CCC(=O)N(O)CCCCCNC(=O)CCC(=O)N(O)CCCCNC(=O)CCC(=O)N(O)CCCCCN1
0.66,Cc1cccc(NC(=O)c2nc[nH]c2C(=O)N[C@@H](Cc2ccccc2)C(=O)OCc2ccccc2)c1
0.79,CCOC(=O)c1ccc(NC(=O)c2nc[nH]c2C(=O)NCC(=O)OC(C)(C)C)cc1
0.9,C=C1CCN([C@@H](C)C(=O)NCc2ccc(Cl)cc2)S(=O)(=O)c2ccccc21
-1,COC(=O)[C@@H]1C[C@@]2(O)[C@H](O)[C@H](O)[C@H](O)C[C@H]2N1Cc1ccc(C(F)(F)F)cc1
-0.02,O=C(Nc1ccccc1)c1ccc(F)cc1F
1.7,CCOc1cc2c(C#N)c(N3CCCC3)nc(N)c2c(N)n1
1.3,COC(=O)CCCC1=CC2=C(c3ccccc3)C(=O)C(C)(OC(=O)C3CCCC3)C(=O)C2=CN1C1CC1 (stereo unspecified)
0.29,CC(C)(C)OC(=O)N1CCC(NC(=O)c2[nH]cnc2C(=O)N[C@@H](Cc2ccccc2)C(=O)OCc2ccccc2)CC1
-0.055,O=C(O)/C=C/c1cnc[nH]1
-0.19,COc1ccc2c(c1)C(C)(CCN)C(=O)N2C (stereo unspecified)
-0.077,COc1ccc(CN2C=C3C(=O)C(C)(OC(=O)CCc4ccccc4)C(=O)C=C3C=C2c2ccc(C#N)cc2)cc1 (stereo unspecified)
-1.7,NC1=NC[C@H](Cc2ccc(O)cc2)N1CCC12CC3CC(CC(C3)C1)C2
1.6,COC(=O)Cn1c(=NC(=O)CSCC(=O)Nc2cc(C)on2)sc2cc(C(=O)OC)ccc21
-0.28,O=C1C2C(c3ccccc3)CC=CC2[C@H](c2ccc(C(F)(F)F)cc2)N1Cc1ccccc1 (stereo partly specified)
-0.48&-0.26,N=C(N)c1ccccc1
-0.2,CCN1C(=O)N(C)[C@@H](c2ccccc2)C(C(=O)OC)=C1C
0.58,O=C(C1=C[C@H](C2CCCCC2)C[C@H](OCc2ccc(CO)cc2)O1)N1CCOCC1
0.0096,CC(Nc1nc(-c2ccc(F)cc2)cs1)c1nc2cc(Cl)c(N3CCCCC3)cc2n1CCCO (stereo unspecified)
0.17,O=C1C=C(O)c2cccc(O)c2C1=O
-0.037,O=C(O)CCC(=O)N1CCC[C@H]1C(=O)O
-0.17,O=C1NC(O)(c2ccccc2)Oc2ccccc21 (stereo unspecified)
0.026,CCOC(=O)c1ccc2[nH]c3ccccc3c2c1
1.4,CCCC[C@@H]1CNC(=O)C(=O)N1CCc1cccc2ccccc12
-0.76,CC(C)(C)OC(=O)NCCCCC1=CC2=CC(=O)C(C)(O)C(=O)C2=CO1 (stereo unspecified)
1.8,COc1ccccc1CNC(=O)c1cc(-c2ccccc2)nn1CC1CC(c2cccc([N+](=O)[O-])c2)=NO1 (stereo unspecified)
-0.42,COc1ccc(C2=CC3=C(Br)C(=O)C(C)(OC(=O)c4cnc5ccccc5n4)C(=O)C3=CO2)cc1 (stereo unspecified)
0.00096,O=c1cnn([C@@H]2O[C@H](CO)[C@@H](O)[C@H]2O)c(=O)[nH]1
-0.33,Cc1noc(C)c1S(=O)(=O)Nc1ccc(O)c2c(=O)cc(-c3ccccc3Cl)oc12
2.4,NC(=O)C1=C[C@H](c2ccc(Br)cc2)C[C@H](OCc2ccc(CO)cc2)O1
0.16,CCCCCCCCCOC(=O)C1N2C(=O)[C@@H](NC(=O)COc3ccccc3)[C@H]2SC1(C)C (stereo partly specified)
1.3,Cc1[nH]c2ccccc2c1SCCNC(=O)c1ccc(S(=O)(=O)N2CCCC2)cc1
0.75,CCc1ccc(C(=O)c2cnc3ccc(OC)cc3c2N2CCN(CC)CC2)cc1
-0.83,NC(=O)c1ccc2c(=O)n3c(-c4cc(Cl)c(N)c(Cl)c4)csc3nc2c1
-0.42,NC(=O)CC(NC(=O)c1ccccc1)c1ccc(NCC2CC2)c([N+](=O)[O-])c1 (stereo unspecified)
-0.66,CCn1cc(S(=O)(=O)CC(=O)Nc2ccc3c(c2)OCO3)c2ccccc21
0.54,CCOC(=O)[C@H]1O[C@@H]1C(=O)N[C@@H](CC(C)C)C(=O)NCCC(C)C
-0.43,S=C1NC[C@H](c2ccccc2)N1CC1CCCCC1
-0.018,NC(=O)CC(NC(=O)Cc1cccc2ccccc12)c1ccc(N2CCc3ccccc3C2)c([N+](=O)[O-])c1 (stereo unspecified)
1.3,CCC1(CC)C(=O)C2=C3C1[C@H](C(=O)OC)C=C(C(=O)OC)C[C@H]3[C@H]1C(=O)NC(=O)[C@H]1[C@H]2C (stereo partly specified)
-0.42,CC(C)[C@H](CO)Nc1nc(Nc2ccc(Cl)c(C(=O)O)c2)c2ncn(C(C)C)c2n1
-0.66,COc1ccc(NC(=O)c2nc[nH]c2C(=O)N2CCN(C(=O)OC(C)(C)C)CC2)cc1
-0.22,O=C(CSCC(=O)N1CCCCC1)Nc1nc(-c2ccccc2)c(-c2ccccc2)s1
-0.031,C=CCOC(=O)C1=C[C@@H](c2ccc3c(c2)OCO3)C[C@@H](OCCCCO)O1
0.88,c1ccc(C2[C@H]3CN(CC4CCCCC4)[C@H](c4ccccc4)C34CC2(c2cccnc2)C4)cc1 (stereo partly specified)
-0.0096,CC1C(=O)O[C@@H]2C[C@@H](C)[C@@H]3CCC(=O)[C@@]3(C)[C@@H](O)[C@H]12 (stereo partly specified)
0.073,COc1ccc(C[C@H]2c3cc(O)c(OC)cc3CC[N+]2(C)[O-])cc1O (stereo partly specified)
1,COc1ccc2[nH]cc(CC(=O)O)c2c1

# Next part.
DAT uptake mod,canonical_smiles
-0.53,NS(=O)(=O)c1ccc(C(=O)O)cc1
-0.7,C[C@@H]1CC=C[C@H]2[C@H]1C(=O)N(Cc1ccccc1)[C@H]2c1ccc2ccccc2c1
-0.51,CC(=O)n1cc([C@H]2C=C(C(=O)O)O[C@@H](OCCCCO)C2)c2ccccc21
-0.84,COC(=O)C1=C(C)N(Cc2ccccc2)C(=O)N[C@H]1c1cccc(C(F)(F)F)c1
-0.36,Cc1csc(N2CCCC2c2nc3cc(Cl)c(N4CCCCC4)cc3n2CCOCCO)n1 (stereo unspecified)
-0.048,CC(C)n1cnc2c(NCc3ccccc3)nc(NCc3ccccc3)nc21
1.2,COc1cc2c(OC(C)=O)c3c(c(-c4ccc5c(c4)OCO5)c2cc1OC)C(=O)OC3
0.67,O=C1CC2(CCCC2)Oc2ccc(F)cc21
0.49&-0.0057,NC(=O)OCC(COC(N)=O)c1ccccc1
-1.1,CCCCOc1ccc(Cl)cc1Nc1nc(NCCO)nc(N2CCCC2)n1
0.29,c1ccc(-n2nnc(-c3cccnc3)n2)cc1
1.1,COc1cc2sc3ccc(C#Cc4ccc(N)cc4)cc3c(=O)c2cc1OC
-0.018,COC(=O)[C@H]1C[C@@H]1[C@H](NS(=O)(=O)c1ccc2ccccc2c1)c1ccccc1
-0.55,C[C@@H]1CC=C[C@H]2[C@H]1C(=O)N(Cc1ccccc1)[C@H]2c1ccc(-c2ccc(F)cc2)cc1F
0.28,CC(C)C[C@H](NC(=O)c1nc[nH]c1C(=O)N1CCC(C)CC1)C(=O)OC(C)(C)C
-0.49,COc1ccc(S(=O)(=O)n2nc(OCc3cccs3)cc2N)cc1
-0.14,O=C(NCc1ccccc1)[C@]1(C(F)(F)F)C[C@H](CCc2ccccc2)CCCO1
0.29,O=C(C1=C[C@H](c2csc3ccccc23)C[C@H](OCCCCO)O1)N1CCOCC1
-0.42,CC(Nc1nc(-c2ccc(F)cc2)cs1)c1nc2cc(Cl)c(Cl)cc2n1CCCO (stereo unspecified)
-0.007,COc1c(-c2ccc(O)cc2)oc2cc(O)cc(O)c2c1=O
-0.07,Cc1ccc(S(=O)(=O)Nc2ccccc2C(=O)Nc2sccc2C(=O)NN(C)C)cc1
-0.47,CCOC(=O)C1C2C=CC(CC2)N1c1ccccc1 (stereo unspecified)
-0.14,CCOC(=O)N1CCN(S(=O)(=O)c2ccc(C(=O)NNc3nc4c(C)cc(C)cc4s3)cc2)CC1
0.35,COc1cc(O)c(C(CC(=O)N2CCOCC2)c2ccc(N(C)C)cc2)c(OC)c1 (stereo unspecified)
1.7,CC(C)CCn1c(NCCc2ccccc2)nc2c1c(=O)n(C)c(=O)n2C

# In a second layout: results already given
compound | DAT uptake mod
O=C(NCc1ccccc1)[C@]1(C(F)(F)F)C[C@H](CCc2ccccc2)CCCO1 | -0.14
O=C(C1=C[C@H](c2csc3ccccc23)C[C@H](OCCCCO)O1)N1CCOCC1 | 0.29

# (listing goes on)
DAT uptake mod,canonical_smiles
-0.015,CC1(C(=O)NCCCNc2ncc(C(F)(F)F)cc2Cl)C=CCN1C(=O)c1ccccc1 (stereo unspecified)
1.1*,COc1cc(OC)c2ccc(=O)oc2c1C(CCN1CCCC1)c1ccc2c(c1)OCO2 (stereo unspecified)
1.4,C1CCc2nc3c(nc2C1)CCCC3
-0.44,O=C(NCc1ccco1)C1CC(c2cc(C(F)(F)F)cc(C(F)(F)F)c2)=NO1 (stereo unspecified)
1.3,O=C(C1=C[C@@H](c2coc3ccccc3c2=O)C[C@@H](OCc2ccc(CO)cc2)O1)N1CCN(Cc2ccc3c(c2)OCO3)CC1
0.94,CC[C@H](C)/C=C(C)/C=C/C1=CC2=CC(=O)[C@]3(C)OC(=O)[C@@H](C(C)=O)[C@@H]3C2=CO1
0.0067,O=S(=O)(NCCc1cn2ccccc2n1)c1ccc2c(c1)CCCC2

# This is a subset; the hit share may differ from the screen's.
